Bioassay records: PubChem, Sanford-Burnham Center for Chemical Genomics
MPTP inh: mitochondrial permeability transition pore inhibitors, primary screen, biochemical, isolated mouse mitochondria, absorbance; Ca2+ swelling absorbance, 30 min; inhibition, % at 10 µM; 1.4% of 360,000 active; AID 602449, 2012;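 active means inhibition of 50% or more, scaled per plate between neutral and stimulator controls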;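 further: 0% = DMSO wells given calcium and 100% = 1 mM EGTA wells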
* hit, by the source's call. This is a subset, so the mix of outcomes need not match the whole.

Start of the data: the first seven records as a preview:
SMILES	MPTP inh
COc1ccc([C@H]2C[C@H](n3cc(C4CC4)nn3)[C@@H](O)CN2C(=O)C2CCCCC2)cc1	-0.6
COc1cc(CNc2ncnc3c2ncn3[C@H]2CN(Cc3ccncc3)C[C@@H](CO)O2)cc(OC)c1OC	0.4
C=CC[C@H]1C=C[C@@H](C(C(=O)OC)C(=O)OC)CN1C(C)=O	0.0
Nc1nc(N=Nc2ccc(O)cc2)cc(=O)[nH]1	6.1
C[C@H]1CN([C@@H](C)CO)C(=O)CCCn2cc(nn2)CO[C@@H]1CN(C)C(=O)Nc1cccc2ccccc12	-0.3
CC(=O)Oc1ccc(N(C(C)=O)S(=O)(=O)c2ccccc2)c2ccccc12	0.1
OCCCNc1ncnc2c1ncn2[C@H]1CN(Cc2ccc(-c3ccccc3)cc2)C[C@@H](CO)O1	0.4

Main list, previewed entries included:
SMILES	MPTP inh
COc1ccc([C@H]2C[C@H](n3cc(C4CC4)nn3)[C@@H](O)CN2C(=O)C2CCCCC2)cc1	-0.6
COc1cc(CNc2ncnc3c2ncn3[C@H]2CN(Cc3ccncc3)C[C@@H](CO)O2)cc(OC)c1OC	0.4
C=CC[C@H]1C=C[C@@H](C(C(=O)OC)C(=O)OC)CN1C(C)=O	0.0
Nc1nc(N=Nc2ccc(O)cc2)cc(=O)[nH]1	6.1
C[C@H]1CN([C@@H](C)CO)C(=O)CCCn2cc(nn2)CO[C@@H]1CN(C)C(=O)Nc1cccc2ccccc12	-0.3
CC(=O)Oc1ccc(N(C(C)=O)S(=O)(=O)c2ccccc2)c2ccccc12	0.1
OCCCNc1ncnc2c1ncn2[C@H]1CN(Cc2ccc(-c3ccccc3)cc2)C[C@@H](CO)O1	0.4
Cc1ccc2c(=O)n3c(nc2c1)C(CC(C)C)NC(=O)c1cccnc1-3 (configuration not stated)	0.7
COC(=O)[C@@]12C[C@@H](CC(=O)NCCc3ccccc3OC)C(=O)N(Cc3ccc4c(c3)OCO4)C1=CCC(C)(C)C2	-2.3
Oc1ccc(C[C@H]2CN([C@@H](Cc3ccccc3)CN3CCCC3CN3C(=S)NC[C@@H]3Cc3ccccc3)C(=S)N2CCc2ccccc2)cc1 (some centres not stated)	2.6
Cc1ccc(NC(=O)CN2CCN(S(=O)(=O)c3ccc4c(c3)OCCO4)CC2)c(C)c1	0.1
C/C(=N\NC(=O)c1nnn(-c2nonc2N)c1CSc1ccc(C)cc1)c1cccs1	0.1
Cc1ccc(NC(=O)c2nc[nH]c2C(=O)Nc2ccccc2F)cc1	0.6
COc1ccc([C@H]2C[C@@H](n3cc(COC(=O)c4ccccc4)nn3)[C@H](O)CN2CC2CCCCC2)cc1	-0.6
O=C(C1CN(C(=O)c2cc3ccccc3o2)c2ccccc2O1)N1CCCCC1 (configuration not stated)	0.7
CCc1ccccc1NC(=O)CSc1nc2cc(C(=O)NCC3CCCO3)ccc2c(=O)n1CC1CCCO1 (configuration not stated)	0.2
OC[C@@H]1CN(Cc2ccco2)C[C@H](n2cnc3c(NC4CCC4)ncnc32)O1	0.3
CSC[C@H]1CN(Cc2ccccc2)C(=O)[C@@H]1CC(=O)Nc1ccccc1	-0.3
CCN1C(=O)[C@H]2[C@@H](c3ccc(OC)cc3)N[C@]3(CCCN(Cc4ccc(Br)cc4)C3=O)[C@H]2C1=O	-1.5
CCc1nc2ccc(C(=O)NCc3ccccc3OC)cn2c1N(CC)CCN(C)C	-0.6
O=C1NC[C@H](CC2CCCCC2)N(CCc2cc(C(F)(F)F)cc(C(F)(F)F)c2)C1=O	-1.1
CC(=O)NCCNc1nc2cc(-c3cc(F)ccc3C)sc2c(=O)n1C	-0.3
COc1cc(NC(=O)c2sc3ncn(CC(=O)N4CCCCC4C)c(=O)c3c2C)cc(OC)c1OC (configuration not stated)	0.6
COc1ccc(CCNC(=O)C(=O)c2cn(CC(=O)N3CCCC3)c3ccccc23)cc1	-0.1
CCC(C)n1c(SCC(=O)NC2CC2)nc2ccccc2c1=O (configuration not stated)	-0.3

Some of these compounds in order of number of heavy atoms, falling:
SMILES	MPTP inh
COc1cc(CNc2ncnc3c2ncn3[C@H]2CN(Cc3ccncc3)C[C@@H](CO)O2)cc(OC)c1OC	0.4
O=C(C1CN(C(=O)c2cc3ccccc3o2)c2ccccc2O1)N1CCCCC1 (configuration not stated)	0.7
C=CC[C@H]1C=C[C@@H](C(C(=O)OC)C(=O)OC)CN1C(C)=O	0.0

More compounds follow:
SMILES	MPTP inh
Cc1ccccc1NC(=O)CN1CCN(c2ccc(F)cc2)CC1	0.7
COc1ccccc1Cc1c(-c2ccco2)nc2c3ccccc3ccn12	-0.6
CNc1ccc(-c2cccc([N+](=O)[O-])c2)cn1	0.0
COc1cccc(/C=C/C(=O)N2CCN(S(=O)(=O)c3ccccc3)CC2)c1	0.0
O=C1NC(=O)C(=C2CCOC2=O)N1	-0.2
COc1cc(-c2cnc3c(NC=O)cc(-c4ccccc4)cn23)cc(OC)c1OC	-0.4
COc1ccc(CN2CCN(Cc3c[nH]c4ccccc34)CC2)cc1OC	0.4
C#CCN(C[C@H]1[C@H](OC(=O)NCc2ccccc2)[C@H](OC(=O)NCc2ccccc2)C[C@@H](C(=O)OC)[C@H]1C(=O)OC)S(=O)(=O)c1ccc(C)cc1	0.5
Cn1ccc2c(-c3ccc(C(=O)O)cc3)cc3c(c21)C1CCC3O1 (configuration not stated)	-2.4
Cc1ccc(NS(=O)(=O)c2ccc(-c3coc(C)n3)cc2)c(Cl)c1	7.1
C#CCNC(=O)C[C@@H]1C[C@@]2(C(=O)OC)CC(C)(C)CC=C2N(CCc2ccc(OC)c(OC)c2)C1=O	0.2
S=c1[nH]cc2cnccn12	-0.9
CC(=O)Nc1cc(-c2ccccc2N(C)C)cn2c(-c3ccc(S(C)(=O)=O)cc3)cnc12	-0.8
CC(C)C[C@@H]1O[C@H](CCc2ccccc2)Cc2[nH][nH]c(=O)c21	2.1
CC(C)[C@@H](N)C(=O)NC[C@H]1O[C@@H](n2cnc3c(=O)[nH]c(N)nc32)[C@H](O)[C@@H]1O	-1.2
C[C@H](CO)N1C[C@H](C)[C@@H](CN(C)Cc2cccc(F)c2)Oc2cc(-c3cccc(C#N)c3)ccc2S1(=O)=O	-0.3
COC(=O)C[C@@H]1C=C[C@@H](NC(=O)c2ccccc2F)[C@@H](CO)O1	1.1
CC1(C(=O)NS(=O)(=O)C2CC2)CCCN(C(=O)c2cc3ccccc3s2)C1 (configuration not stated)	-0.5
C[C@@H]1CN([C@H](C)CO)C(=O)CCCn2cc(nn2)CO[C@H]1CN(C)C(=O)Nc1ccccc1	-0.1
Cc1cc(Br)cn2c(Cc3cccc(F)c3)c(-c3ccccc3)nc12	2.2
NC(c1csc(NC(=O)Nc2cccc(Cl)c2)n1)C1CCCCC1 (configuration not stated)	1.9
CCOc1cccc(Cc2c[nH]c(=O)[nH]c2=O)c1	-0.8
c1ccc(OCCNc2nc(NCC3CC3)nc3cc(-c4ccccc4)sc23)cc1	37.5
CC(C)C[C@@H]1CN(CCCC[C@H]2CNC(=O)C(=O)N2CCC2CCCCC2)C(=O)C(=O)N1CCC1CCCCC1	-8.5
COc1ccc(CN2C(=O)c3cccc4cccc(c34)C2c2nc3ccccc3[nH]2)cc1 (configuration not stated)	1.1

The results go on:
SMILES	MPTP inh
CCOC(=O)[C@]12CCCC=C1N(Cc1ccc3c(c1)OCO3)C(=O)[C@H](CC(=O)N1CCSCC1)C2	0.9
CC(=O)Nc1ccc(-c2ccnc3c2CC(C)(C(=O)NCCC(F)(F)F)O3)cc1 (configuration not stated)	-0.4
Clc1ccccc1-c1cnc2sc(NCc3ccc4c(c3)OCO4)nn12	0.7
COc1ccc(Cc2nc3ccc(C(=O)N4CCCCC4CO)cc3o2)cc1OC (configuration not stated)	0.0
CN1CCC(N2CCN(C3CN(CCc4ccccc4)S(=O)(=O)C3)CC2)CC1 (configuration not stated)	-0.3
CCNC(=O)C1(C)CCN(C(=O)c2ccc(OC)cc2OC)C1 (configuration not stated)	0.3
COc1ccc(OC)c(C(O)c2ncc(-c3cccc4ccccc34)[nH]2)c1 (configuration not stated)	1.3
CC(O)(c1ccncc1)c1nc(-c2cccc(C(F)(F)F)c2)cs1 (configuration not stated)	90.5*
CC(C)CC1NC(=O)c2cccnc2-n2c1nc1ccccc1c2=O (configuration not stated)	1.9
N#Cc1cccc(C(Br)S(=O)(=O)c2ccccc2)c1 (configuration not stated)	-1.3
O=C1CSC(=S)N1N=Cc1cccc(OCc2ccccc2)c1	-0.5
CC(C)(C)Cc1c(-c2ccc(Cl)cc2)nc2ccc(Br)cn12	0.5
COc1ccc(C(c2nnnn2C(C)(C)C)N2CCN(C/C=C/c3ccccc3)CC2)cc1 (configuration not stated)	-0.2
CCCCNC(=O)C[C@@H]1C[C@@]2(C(=O)OC)CCCCC=C2N(Cc2ccc(Cl)cc2Cl)C1=O	-0.7
COc1ccc(OCC(=O)N2CCc3ccccc32)c([N+](=O)[O-])c1	1.2
CS(=O)(=O)c1ccc(Cl)c(NC(=O)CSc2nnc3n2CCCCC3)c1	-3.0
NC(CSC(c1ccccc1)(c1ccccc1)c1ccc(-c2ccccc2)cc1)C(=O)O (configuration not stated)	1.4
CC(O)(c1cccnc1)c1nc(-c2cccc(C(F)(F)F)c2)cs1 (configuration not stated)	11.5
CCCCNC(=S)N(CCCO)Cc1cc2cc3c(cc2[nH]c1=O)OCO3	-0.5
CCOC(=O)C1=CC[C@@H](c2ccccc2)N(S(=O)(=O)c2ccc(C)cc2)[C@H]1c1ccccc1C	2.0
CC1Oc2ccc(C#N)cc2N(Cc2ccc(F)cc2)C1=O (configuration not stated)	0.9
CC(C)(C)c1ccc(CC(=O)N2CCC2(C)C(=O)NS(=O)(=O)c2ccccc2C(F)(F)F)cc1 (configuration not stated)	-1.0
O=C(Nc1ccccc1Cl)c1ccccc1CC(O)(c1ccccc1)c1ccccc1	2.3
CN(c1ccccc1)S(=O)(=O)c1cc(C(=O)NCc2ccco2)ccc1Cl	-0.7
C[C@H]1CN([C@@H](C)CO)C(=O)CCCn2nncc2CO[C@@H]1CN(C)C(=O)Nc1cccc2ccccc12	1.0

(next part)
SMILES	MPTP inh
COc1cccc(S(=O)(=O)N(C)C[C@H]2Oc3ncc(Br)cc3C(=O)N([C@@H](C)CO)C[C@@H]2C)c1	-1.9
CNc1cncc(-c2cccc(O)c2)n1	0.0
CCCOc1ccc(F)cc1-c1cc(C(=O)NCCOC)[nH]n1	1.3
CSc1ccc(CN2CCC2(C)C(=O)Nc2ccc3c(c2)OCO3)cc1 (configuration not stated)	6.7
O[C@@H]1C[C@H](c2ccc(Cl)cc2)N(Cc2cccs2)C[C@H]1n1cc(-c2ccc(F)cc2)nn1	0.3
COCCN1C[C@@H](CO)O[C@@H](n2cnc3c(NCCN(C)C)ncnc32)C1	1.0
COCCN(Cc1ccc(C)cc1)C(=O)[C@H]1O[C@@H](n2ccc(N)nc2=O)[C@H](O)[C@@H]1O	0.2
Cc1c(C(=O)NCc2ccccc2C(F)(F)F)sc(=O)n1Cc1cccc(C(F)(F)F)c1	0.2
COCOc1cccc(CN2CCC2(C)C(=O)Nc2cc(OC)ccc2OC)c1 (configuration not stated)	-0.8
O[C@@H]1CN(CC2CCCCC2)[C@@H](c2ccccc2)C[C@H]1n1cc(-c2ccc(F)cc2)nn1	0.6
Cc1ccc(SC[C@H](C)CN2CCC(NC(=O)OCc3ccccc3)CCC2=O)cc1 (some centres not stated)	-0.7
Cc1cccnc1C(c1ccc(F)cc1)N(C)C(=O)C1CCN(CCOc2ccc(Cl)cc2Cl)CC1 (configuration not stated)	3.4
CCOC(=O)[C@]12CCC=C1N(Cc1cccc3ccccc13)C(=O)[C@H](CC(=O)NCc1cccc3ccccc13)C2	-0.8
COc1ccc([N+](=O)[O-])c(C=CC(=O)c2ccccn2)c1	-0.8
COc1cccc(Nc2nc(C(N)C(C)C)cs2)n1 (configuration not stated)	-1.0
Cc1ccc(C(=O)N(Cc2ccco2)c2c(N)n(Cc3ccccc3)c(=O)[nH]c2=O)cc1	-1.9
CCCCCC(=O)N1C[C@@H](O)[C@H](n2cc(COC(=O)c3ccccc3)nn2)C[C@@H]1c1ccccc1	-1.5
Cc1cccnc1C1=NOC(Cc2ccccc2)C(=O)N1Cc1ccc2c(c1)OCO2 (configuration not stated)	-2.3
CC(C)=CCC[C@H](C)C[C@@H]1Cc2[nH][nH]c(=O)c2[C@H](c2ccc(F)cc2)O1	-2.7
OC(c1ccc(Cl)c(Cl)c1)c1ncc(-c2ccccc2Cl)[nH]1 (configuration not stated)	36.7
COc1ccc(Cc2c(-c3ccc(C)cc3)nc3c4ccccc4ccn23)c(C)c1	3.4
CC1(C(=O)NS(=O)(=O)c2cccc(C#N)c2)CCN1C(=O)c1ccccc1CCc1ccccc1 (configuration not stated)	0.4
C[C@@H]1CN([C@H](C)CO)C(=O)CCCn2cc(nn2)CO[C@H]1CN(C)S(=O)(=O)c1ccc(F)cc1	-2.0
COCCNc1nc(NCc2cnc(C)cn2)c2sccc2n1	0.1
CC1(C(=O)Nc2ccc3c(c2)OCCO3)CCN1C(=O)c1cccc(F)c1 (configuration not stated)	-0.5

The list continues.
SMILES	MPTP inh
C=Cc1ccc(Cn2c(C)c(C(=O)NCc3ccc(Cl)c(Cl)c3)sc2=O)cc1	0.0
CC1(C(=O)NS(=O)(=O)c2ccc(Cl)cc2)CCN1C(=O)C1(c2ccccc2)CCCC1 (configuration not stated)	3.2
COC(=O)C[C@H]1C=C[C@@H](NS(=O)(=O)c2ccc(C)cc2)[C@@H](CO)O1	0.5
C#CCNC(=O)C[C@@H]1C[C@@]2(C(=O)OCC)CCCC=C2N(Cc2ccc3c(c2)OCO3)C1=O	-0.2
COc1ccc(C(O)c2nc(-c3cnc4ccccc4c3)cs2)cc1 (configuration not stated)	1.0
O=C(Nc1ccccc1)Nc1nnc([C@H]2C[C@H](O)[C@@H](CO)O2)s1	-0.1
Cn1c(=O)c2cc(NC(=O)CC(C)(C)C)ccc2n1-c1ccccc1F	4.3
CC1=C(C(=O)N(C)C)CC(CC(=O)NC(c2ccccc2)c2ccccc2)C(=O)N1CCCN1CCCC1=O (configuration not stated)	-0.1
Cc1onc(-c2ccccc2)c1C(=O)OCC(=O)Nc1ccccc1Cl	1.0
N#Cc1nc2ccccc2n1OCc1ccccc1	-1.3
Cc1cccc(C)c1NC(=O)c1csc([C@@H]2O[C@H](CO)[C@H](O)[C@H](O)[C@H]2O)n1	0.3
